# Bioassay records from PubChem.
# Cycloheximide cs = counter-screen for Shiga toxin inhibitors: cycloheximide protein synthesis inhibition | cell reporter, cycloheximide protein synthesis inhibition counterscreen | max response, % | 300,000 tested, 12% active | AID 2314; in the data active = max response mostly above about 13%, no sharp cut-off; inactive = mostly below about 14%; also: read at 38.3 µM for the half of the compounds with a filed dose; 0% is about no effect
# Pf growth 96h = P. falciparum growth inhibition at 96 hour, primary screen for plastid delayed-death inhibitors | P. falciparum luciferase reporter growth, 96 h | Potency, µM (series often up to 28.7 µM), inactives show at the highest dose activity change, negative = inhibition, most hits filed as inhibitors | 320,000 tested, 6.9% active | AID 504834; also: potency is read from the fitted curve at half-maximal effect; % is scaled to controls: 0 for no effect and ±100 for the full control effect
#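 Compounds incubated with erythrocytes infected by luciferase-expressing P. falciparum (2% hematocrit, 0.05% parasitemia final) for 96 hours, 37 C in 5% CO2. Growth inhibition scored as decreased luciferase luminescence.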
# HCV inh = inhibitors of hepatitis C virus infection. 340,000 tested, 3.4% active. Huh7.5.1 HCVcc-Cre infection, luciferase reporter, 44 h. Potency, µM (highest dose often 41.8 µM), for inactives: at the top dose activity change, negative = inhibition, actives largely listed as inhibitors; also: potency is read from the fitted curve at half-maximal effect; % is scaled to controls: 0 for no effect and ±100 for the full control effect
#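 Infectious HCVcc-Cre (~0.5 moi) was added to cells just after compound, with cells seeded 4 h earlier at 1,000 per well. Luciferase activity after 44 h culture reported infection; substrate was incubated 15 min at room temperature before reading.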
# Shiga inhibitor = blocks Shiga toxin action in Vero cells; 290,000 tested, 9.2% active; AID 2315; inhibition, % at 38.7 µM; Vero cells, Shiga toxin protein synthesis inhibition reporter; in the data active = inhibition mostly above about 28%, no sharp cut-off; inactive = mostly below about 43%; also: 0% is about no effect
# FBPA Giardia inh = inhibitors of Giardia lamblia fructose-1,6-bisphosphate aldolase | A8B2U2 | purified Giardia FBPA | Potency, µM (top dose mostly 59.6 µM), without a hit: at the top dose activity, negative = inhibition, actives largely listed as inhibitors | 290,000 tested, 0.71% active | AID 2451; also: potency is read from the fitted curve at half-maximal effect; % is scaled to controls: 0 for no effect and ±100 for the full control effect; nearly all actives have a fitted effect of over 55% in size
# Target sequence (A8B2U2 whole entry, looked up): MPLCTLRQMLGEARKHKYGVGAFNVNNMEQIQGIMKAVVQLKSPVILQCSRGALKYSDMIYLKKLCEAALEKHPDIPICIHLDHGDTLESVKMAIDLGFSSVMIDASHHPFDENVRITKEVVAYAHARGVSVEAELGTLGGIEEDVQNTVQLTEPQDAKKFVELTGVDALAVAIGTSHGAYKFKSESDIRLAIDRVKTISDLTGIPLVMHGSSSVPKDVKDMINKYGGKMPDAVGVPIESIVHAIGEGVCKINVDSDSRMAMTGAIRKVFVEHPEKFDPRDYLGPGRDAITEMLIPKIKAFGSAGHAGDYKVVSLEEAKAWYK
#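 Giardia FBPA (40 nM reagent) was preincubated 10 min at RT with compound (up to 57.5 uM final), then substrate plus GAPDH/TPI/NAD/arsenate coupling system with diaphorase/resazurin was added; resorufin fluorescence (525/598 nm) was read after 20 min.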
# Pf growth 48h = inhibits P. falciparum growth in the first generation, 48 h | P. falciparum luciferase growth in erythrocytes, 48 h | Potency, µM (highest dose often 28.7 µM), for the others: top-dose activity change, negative = inhibition, most hits filed as inhibitors | 310,000 tested, 5.9% active; also: potency is read from the fitted curve at half-maximal effect; % is scaled to controls: 0 for no effect and ±100 for the full control effect
#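 Parasite viability was followed by luminescence of a genomically integrated firefly luciferase. Cultures held 0.1% parasitemia at 2% hematocrit (final), incubated under 5% CO2 at 37 C.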
# * = called active by the depositor; i = inactive; u = inconclusive; x = not tested or not shown; ! = a repeat was not active; [ ] = another dose, or the depositor's remark. Unless noted, calls follow the shape of the dose curve; as a rule, active = well fitted curve in the direction sought with a large enough effect; inconclusive = small, poorly fitted or top-dose-only effect, or another doubt; inactive = no such curve, though single readings can be large; an effect the other way counts as inactive or inconclusive.
SMILES,Cycloheximide cs,Pf growth 96h,HCV inh,Shiga inhibitor,FBPA Giardia inh,Pf growth 48h
CCOC(=O)c1ccc(N(C(=O)c2ccco2)C(C(=O)NC2CCCCC2)c2ccncc2)cc1 (configuration not stated),-5,14%,-17%,26,1%,u
Cc1ccccc1C(=O)N1c2ccccc2OCC1C(C)(C)C (configuration not stated),-5,14%,-16%,-2,17%,x
COc1cccc(CNC(=O)CCC2CCCN(C(=O)c3ccc(F)c(Cl)c3)C2)c1 (configuration not stated),1,u,-17%,1,3%,-19%
O=[N+]([O-])c1cccc(N2Cc3ccccc3C2)c1,13,61%[activator],-26%,39,-9%,47%[activator]
Cc1c(NP(=O)(c2ccc(Br)cc2)c2ccc(Br)cc2)c(=O)n(-c2ccccc2)n1C,2,u,-3%,4,8%,u
O=C(Nc1cccnc1)c1cc(-c2cccc(Br)c2)nc2ccccc12,-2,1%,-23%,-16,x,3.7µM*
O=S(=O)(c1ccccc1Cl)N1CCCC1c1nc(-c2ccccc2Cl)no1 (configuration not stated),-4,2%,u,11,0%,-3%
COc1ccccc1-n1c(CNC(=O)c2ccco2)nnc1SCC(=O)Nc1ccc(F)cc1,-10,45%[activator],u,-6,6%,-13%
COc1ccccc1NC(=O)CN1CCN(CC(=O)Nc2cc(C)ccc2OC)CC1,-2,31%[activator],-8%,-5,4%,u
O=C(Cn1nc(C(F)F)cc1C(F)F)N/N=C/c1ccc2c(c1)OCO2,-4,89%[activator],20%,-10,2%,33%[activator]
Nc1cc(=O)[nH]c(SCC(=O)Nc2cc(Cl)ccc2Cl)n1,7,85%[activator],-24%,8,0%,-5%
Cc1nn(-c2ccccc2)c2c1C(c1ccc(Cl)cc1)N(c1ccccc1)C(=O)N2 (configuration not stated),-2,13µM*,u,-13,1%,13µM*
COCCNC(=O)CN1CCC(NC(=O)Nc2ccc(C(F)(F)F)cc2)CC1,-1,-101%,11µM*!,5,1%,-9%
CC(=O)Nc1ccc(NC(=O)C(C)OC(=O)c2cccc(S(=O)(=O)N3CCCCC3)c2)cc1 (configuration not stated),10,u,x,-4,x,22%
Cc1ccc2c(Cl)cc(Cl)c(OCC(=O)NCCc3ccccn3)c2n1,-7,4%,-26%,-17,-10%,0%
COc1ccc(CC(=O)NCC(=O)N/N=C/c2cc(Br)ccc2OC)cc1,-2,-8%,u,18,u,-9%
CN1CCN(Cc2nc3ccccc3n2C)CC1,-2,u,20%,-7,4%,3%
O=C(CNCc1ccc(F)cc1)Nc1ccc(C(=O)N2CCCCC2)cc1,-1,-16%,-12%,-7,-29%,-13%
CCc1ccc(N/C(SCc2ccccc2C)=C(/C#N)C(=O)NCc2ccco2)cc1,15*,13%,u,24,-9%,13µM*
Cn1nc(C(F)(F)F)c(-c2cccc(C(F)(F)F)c2)c1NC(=O)c1nccnc1C(=O)O,8,7%,23%,-8,-15%,20%
CCC(=O)NCC(=O)OCC(=O)c1ccccc1,-3,u,-14%,29,7%,14%
CN(C)CCNC(=O)/C=N/O,-2,34%[activator],3%,-5,-2%,u
O=C(NCc1ccccn1)c1ccc(Cl)c(S(=O)(=O)NCc2ccccc2)c1,x,1%,24%,x,x,u
Cc1nn(Cc2ccccc2)c(Cl)c1/C=C/C(=O)OC(C(=O)NC(N)=O)C(C)C (configuration not stated),-1,-11%,u,-5,3%,-10%
COCCOC(=O)C1=C(C)OC(N)=C(C#N)C1c1ccc2c(c1)OCO2 (configuration not stated),6,x,13%,-8,-9%,-12%

# Full records from above. Values in the order: Cycloheximide cs	Pf growth 96h	HCV inh	Shiga inhibitor	FBPA Giardia inh	Pf growth 48h
# O=C(Cn1nc(C(F)F)cc1C(F)F)N/N=C/c1ccc2c(c1)OCO2 reads -4	89%[activator]	20%	-10	2%	33%[activator]
# COc1ccccc1-n1c(CNC(=O)c2ccco2)nnc1SCC(=O)Nc1ccc(F)cc1 reads -10	45%[activator]	u	-6	6%	-13%
# Cc1c(NP(=O)(c2ccc(Br)cc2)c2ccc(Br)cc2)c(=O)n(-c2ccccc2)n1C reads 2	u	-3%	4	8%	u
# CN(C)CCNC(=O)/C=N/O reads -2	34%[activator]	3%	-5	-2%	u

# More entries
SMILES,Cycloheximide cs,Pf growth 96h,HCV inh,Shiga inhibitor,FBPA Giardia inh,Pf growth 48h
CC(=O)C1=C(O)C(=O)N(c2ccc(Br)cc2)C1c1cccc(F)c1 (configuration not stated),-2,13%,2%,x,0%,53%[activator]
CCN(CC(=O)Nc1ccc(OC)cc1)C(=O)c1cc(S(=O)(=O)N(C)C)ccc1N1CCCC1,x,-9%,11µM*,x,x,u
CCOC(=O)c1c(O)c2ccccc2n(CC)c1=O,-3,53%[activator],19%,-9,-27%,u
Cc1ccc(S(=O)(=O)N2CCN(C(=O)c3ccco3)CC2)cc1,-4,-4%,-4%,-6,13%,-5%
N#Cc1ccc(-c2ccc(F)cc2)nc1Sc1ccccc1,-1,-5%,12%,-10,4%,4%
O=C(c1ccc(Cl)c(Cl)c1)c1cc(-c2ccccn2)c(N2CCOCC2)s1,0,u,1%,13,-5%,-4%
O=C(COC(=O)COc1cccc2ccccc12)NCC(F)(F)F,1,18%,19%,4,-5%,-11%
CC1CC(=O)N(CC(=O)NCc2ccc(F)cc2)c2ccccc2S1(=O)=O (configuration not stated),-3,18%,11%,-1,-5%,5%
CCOC(=O)NNC(=O)c1[nH]c2ccc(Br)cc2c1-c1ccccc1,-3,-26%,u,-16,-1%,15%[0.00184 µM]
COc1ccc(Cl)cc1NC(=O)COC(=O)c1c(-c2ccccc2)noc1C,x,u,4µM*,x,x,u
CCC(C)(C)C1CCc2[nH]nc(C(=O)NCCN3CCOCC3)c2C1 (configuration not stated),x,u,9%,x,x,u
COc1ccc(C(=O)OCC(=O)c2c(N)n(C)c(=O)n(C)c2=O)cc1OC,-7,14%,4%,-15,3%,5%
Cc1c2c(nc3nc4ccccc4n13)CC(C)(C)CC2=O,2,u,-23%,-9,2%,-28%
CSc1nc(-c2ccccc2)nc(NC(=O)c2ccccc2)c1C(C)=O,-3,9%,u,42,2%,-6%
CCCCC(=O)NC(=S)Nc1ccc(Cl)c(C(=O)O)c1,-2,-18%,12%,21,3%,16%
COc1ccc(CCN(C)C2CCCN(S(=O)(=O)c3ccccc3)C2)cc1OC (configuration not stated),-2,-9%,1%,-7,10%,u
Cc1cccn2c(=O)c(C=NCCO)c(Nc3ccc(Cl)cc3)nc12,1,98%[activator],x,-19,-7%,38%[activator]
Cc1cccc(C(=O)Oc2ccc3ccc(O)cc3c2)c1,25*,u,u,x,-3%,-22%
O=C(Nc1ccc(Cc2ccncc2)cc1)c1ccc(S(=O)(=O)N2CCCC2)cc1,-2,34%[activator],5µM*,-2,4%,-22%[5.75 µM]
CCCS(=O)(=O)N1CCN(S(=O)(=O)c2ccc(F)cc2)CC1,1,42%[activator],0%,-7,7%,-9%
COc1ccc(C2=NN(Cc3c(F)cccc3Cl)C(=O)CC2)cc1,11,5%,u,16,-1%,-22%
O=C(CSc1cccc[n+]1[O-])c1cc2ccccc2o1,131*,4.1µM*,15%,140*,u,x
COC(=O)CCS(=O)(=O)c1nc(-c2ccccc2)cc(C(F)(F)F)n1,1,x,u,-17,4%,2%
O=C(NCc1cccs1)C(Cc1ccccc1)NS(=O)(=O)c1cccs1 (configuration not stated),-2,-23%,7%,-10,2%,-13%
C=CCn1cnc2scc(-c3ccc(CC)cc3)c2c1=O,-4,-22%,u,-7,5%,u
# (list continues)
SMILES,Cycloheximide cs,Pf growth 96h,HCV inh,Shiga inhibitor,FBPA Giardia inh,Pf growth 48h
Cc1ccc2nc(-c3ccc(N4C(=O)CC(N5CCN(CCO)CC5)C4=O)cc3)sc2c1 (configuration not stated),37*,88%[activator],u,68*,0%,78%[activator]
CCOC(=O)c1cnc(SC)nc1NCCOC,-1,-7%,-11%,-6,1%,-15%
COc1ccc(C(=O)C2CCCN(Cc3cnc(N4CCOCC4)s3)C2)c(OC)c1 (configuration not stated),-3,u,u,-16,-2%,0%
CN(Cc1nccn1C)C(=O)C1CCC(=O)N(Cc2cccc(C(F)(F)F)c2)C1 (configuration not stated),-2,5%,10%,-6,-15%,12%
COc1cccc(Oc2cc(Cl)nc(N)n2)c1,16*,10%,15%,21*,0%,1%
Cc1ccc(S(=O)(=O)N2CCN(C(=O)CCCN3C(=O)NC4(CCCC4)C3=O)CC2)cc1C,x,29%,-7%,x,x,1%
CC(NS(=O)(=O)c1cn(C)c(=O)n(C)c1=O)c1ccccc1 (configuration not stated),-3,34%[activator],31%[activator],-15,x,-1%
Cc1ccc(NC(=O)CSc2nnc(CCC(=O)O)c(=O)[nH]2)cc1,-2,34%[activator],-24%,5,11%,12%
O=C(CSc1nc2ccccc2s1)Nc1ccc(C(=O)O)cc1,-4,61%[activator],-2%,-1,u,32%[activator]
O=C(COc1ccccc1O)c1cccs1,1,43%[activator],5%,5,1%,x
Cn1c(N)c(C(=O)CSc2nnc(C3CC3)n2-c2ccccc2)c(=O)n(C)c1=O,x,u,12%,x,x,u
CCCCNc1oc(-c2cccs2)nc1S(=O)(=O)c1ccccc1,-4,u,10µM*,-6,0%,x
CC1=CC(=O)C=C(C)C1=NOS(=O)(=O)c1ccccc1,27,x,u,11,4µM*,-23%
CN(CC(=O)Nc1ccccc1C(F)(F)F)C(=O)CSc1nc(N)cc(N)n1,x,u,-1%,x,x,-10%
CCOC(=O)C1CCN(C(=O)c2ccccc2N(C)S(=O)(=O)c2ccccc2)CC1,-3,-47%,13%,-6,7%,-11%
Cc1cccc(NC(=S)NNC(=O)COc2ccc(Cl)cc2Cl)c1,-1,184%[activator],24%,-7,u,8%
Cc1ccc(C(=O)NCC(=O)Nc2ccncc2)cc1,-3,42%[activator],3%,-2,x,66%[activator]
O=C(NCCc1c[nH]c2ccccc12)C(=O)NCC1OCCN1S(=O)(=O)c1ccc(F)cc1 (configuration not stated),1,u,u,-9,0%,-15%
CN1CCCC(OC(=O)c2cccc(Cl)c2)C1 (configuration not stated),10,-37%,-1%,7,-6%,u
O=C(NCCCn1ccnc1)C(=O)NCC1OCCN1S(=O)(=O)c1ccccc1 (configuration not stated),-3,15%,-1%,18,1%,9%
O=C(COc1ccc(Cl)cc1)Nc1ccc(N2CCN(C(=O)c3ccco3)CC2)cc1,4,12µM*,10µM*,-18,-3%,u
CCC(=O)/C=C1\Sc2ccccc2N1CC,-4,u,-7%,-2,-2%,7%
Cc1sc2nc(CN3CCCC3)nc(N3CCC(C(N)=O)CC3)c2c1C,-4,9.3µM*,u,12,-13%,x
Cc1cccc(S(=O)(=O)Nc2ccc(C)c3c2OC(C)(C)C3)c1,-2,x,u,16,u,u
Cn1c(=O)c2c(SCC(=O)NCc3ccco3)nc(CC(C)(C)C)nc2n(C)c1=O,-3,u,u,2,8%,x
# More compounds.
SMILES,Cycloheximide cs,Pf growth 96h,HCV inh,Shiga inhibitor,FBPA Giardia inh,Pf growth 48h
O=C(CN(Cc1cccs1)C(=O)CCC(=O)Nc1nccs1)NCc1ccccc1,1,-22%,4%,-5,5%,-13%
Cc1ccc(/C(N)=N/OC(=O)Oc2ccccc2)cc1,-3,9%,14%,22,-7%,x
O=C(N/N=C/C=C/c1ccccc1)c1ccccc1Br,26*,-17%,22%,41,-11%,1%
COc1ccc([C@]23Cc4cc(C#N)ccc4C(O2)c2c(cc(C)n(-c4ccccc4)c2=O)O3)cc1,-3,u,x,i,-13%[12.9 µM],u
Cc1cc(NC(=O)c2cc3n(n2)C(C(F)(F)F)CC(c2ccco2)N3)n(-c2ccccc2)n1 (configuration not stated),-2,u,u,-12,-8%,9.3µM*
C=CCn1c(CSc2nc3ccccc3s2)nnc1SCC(=O)NCCN1CCOCC1,-9,u,10%,-9,-2%,-5%
